PfHsp90 yeast 2: inhibits growth of yeast expressing Plasmodium falciparum Hsp90; inhibition, % at 9.4 µM; AID 504621; S. cerevisiae expressing PfHsp90, BacTiter-Glo ATP, 48 h; yeast lacking PDR1 and PDR3 efflux regulators; 0.32% of 310,000 active;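 active = every replicate shows inhibition above about 80%, whatever the replicate mean, limit read from the data; inconclusive = mean inhibition reaches the set limit but some replicate falls short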;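 also: 0% = DMSO neutral controls and 100% = 20 µM radicicol positive controls; yeast relying on Plasmodium falciparum Hsp90 in place of its own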
Tat transport: inhibitors of E. coli Tat protein transport. E. coli MC4100 TorA-mCherry Tat export, fluorescence. inhibition, % at 10 µM. 0.036% of 340,000 active. AID 488895;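 active = mean replicate inhibition at least 50% and at least half of replicates individually reaching 50%; inconclusive = only one of the two criteria met; inactive = neither criterion met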;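 also: exported cargo escapes ClpAP degradation while cytoplasmic cargo is degraded and loses fluorescence; 0% = median of neutral control wells and 100% = median of NaSCN control wells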
AddAB inh: less growth of phage-infected E. coli with AddAB; 0.29% of 330,000 active; inhibition, % at 11.9 µM; E. coli expressing H. pylori AddAB, absorbance growth; in the data active = inhibition above about 12%;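 also: 0% = vehicle wells of infected cells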
PvdQ acylase: blocks Pseudomonas aeruginosa PvdQ acylase activity. purified PvdQ acylase, fluorescence plate reader. inhibition, % at 10 µM. AID 488965. 0.063% of 340,000 active; in the data active = inhibition above about 30%, passing the limit was not always enough; inconclusive = no clear call, values can overlap the other calls;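 also: 0% = vehicle neutral wells and 100% = reference inhibitor wells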
Wnt bcat act: activators of Wnt/beta-catenin signaling. Wnt/beta-catenin reporter cell assay, activator, plate reader. activation, % at 9.35 µM. 1.2% of 300,000 active. AID 743398; in the data active = activation above about 30%, passing the limit was not always enough; inconclusive = no clear call, values can overlap the other calls;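 also: 0% = neutral control wells and 100% = positive control wells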
CAL PDZ inh: human CAL PDZ-peptide interaction inhibition; purified CAL PDZ, TMR-peptide fluorescence polarization, 1 h; 0.02% of 330,000 active; inhibition, % at 20 µM;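 active = highest replicate inhibition of at least 40%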;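 also: plate controls were DMSO neutral control wells for no effect and unlabeled competitor peptide control wells for full effect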
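System: tagged CAL PDZ domain. Schedule: 1 h room-temperature incubation prior to read. Signal: fluorescence polarization (mP). Measure: percent inhibition from loss of millipolarization.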
E coli growth: counter-screen for AddAB inhibitors: E. coli growth inhibition. 0.27% of 330,000 active. E. coli V3065 growth, OD600 absorbance, 18 h. inhibition, % at 11.9 µM;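 active = inhibition above the campaign's mean inhibition across all tested compounds plus 3 SD, cut at about 9.9% in these data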;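 also: uninfected addAB+ strain grown without phage in ampicillin broth; 0% = DMSO wells and 100% = ciprofloxacin 0.95 µg/ml wells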
phage Ecoli inh: E. coli growth loss with phage present | growth absorbance | inhibition, % at 11.9 µM | 0.26% of 360,000 active; in the data active = inhibition above about 11%
Rtt109 Vps75: blocks Candida albicans Rtt109/Vps75 acetyltransferase activity; inhibition, % at 34.9 µM; 0.16% of 330,000 active; purified Rtt109/Vps75, ThioGlo CoA-SH fluorescence, 4 h; Q5AAJ8;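 active = inhibition of at least 50% in every replicate; inconclusive = best replicate reaches 50% inhibition but some replicates fall short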
Target sequence (Q5AAJ8 whole entry, looked up): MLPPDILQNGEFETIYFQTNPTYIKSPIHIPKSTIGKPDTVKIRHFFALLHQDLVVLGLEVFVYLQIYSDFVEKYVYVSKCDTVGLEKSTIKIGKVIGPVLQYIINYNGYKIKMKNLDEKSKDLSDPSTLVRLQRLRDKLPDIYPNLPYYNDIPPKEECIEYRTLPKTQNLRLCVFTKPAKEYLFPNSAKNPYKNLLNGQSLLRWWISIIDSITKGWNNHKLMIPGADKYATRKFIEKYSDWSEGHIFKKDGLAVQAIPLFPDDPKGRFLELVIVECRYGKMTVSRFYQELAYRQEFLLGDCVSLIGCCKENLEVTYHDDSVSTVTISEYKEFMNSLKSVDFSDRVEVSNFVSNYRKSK
DAGLB inh: blocks human DAGLB lipase activity. Q8NCG7. HEK293T DAGLB membrane lysate, EnzChek fluorogenic substrate. inhibition, % at 5.17 µM. 0.059% of 340,000 active; in the data active = inhibition above about 34%;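 also: 0% = enzyme with vehicle and 100% = wells lacking enzyme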
Target sequence (Q8NCG7 whole entry, looked up): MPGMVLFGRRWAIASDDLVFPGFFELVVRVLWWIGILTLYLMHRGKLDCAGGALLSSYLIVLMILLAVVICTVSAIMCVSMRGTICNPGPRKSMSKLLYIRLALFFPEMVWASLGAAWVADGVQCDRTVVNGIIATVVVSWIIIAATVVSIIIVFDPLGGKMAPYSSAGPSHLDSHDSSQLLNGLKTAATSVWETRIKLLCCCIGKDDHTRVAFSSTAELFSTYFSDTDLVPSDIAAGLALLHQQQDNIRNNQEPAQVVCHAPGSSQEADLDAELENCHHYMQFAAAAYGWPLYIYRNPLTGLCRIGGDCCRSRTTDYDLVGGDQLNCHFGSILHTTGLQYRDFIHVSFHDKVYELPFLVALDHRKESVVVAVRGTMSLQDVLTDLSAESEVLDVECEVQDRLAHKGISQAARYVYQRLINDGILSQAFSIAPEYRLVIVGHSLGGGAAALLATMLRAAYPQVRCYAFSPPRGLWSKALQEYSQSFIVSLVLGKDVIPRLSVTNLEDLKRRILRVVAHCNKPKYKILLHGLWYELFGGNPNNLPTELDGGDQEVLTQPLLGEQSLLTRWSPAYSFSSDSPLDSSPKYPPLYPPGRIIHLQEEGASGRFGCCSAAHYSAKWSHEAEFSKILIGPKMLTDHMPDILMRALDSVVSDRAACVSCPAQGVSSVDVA
An asterisk follows results filed as active; ? = inconclusive; · = not tested or not shown.

SMILES	PfHsp90 yeast 2	Tat transport	AddAB inh	PvdQ acylase	Wnt bcat act	CAL PDZ inh	E coli growth	phage Ecoli inh	Rtt109 Vps75	DAGLB inh
Nc1c(C(=O)N/N=C/c2ccc(F)cc2)oc2nc(-c3ccccc3)cc(-c3ccco3)c12	-7	-2	2.6	1	-1	-1.0	-0.7	4.3	9	0
Cc1nn(-c2ccccc2)c(N)c1N=Nc1cccnc1	-6	-10	1.7	4	11	-2.7	-2.5	2.9	3	0
CCOC(=O)c1[nH]c2cc(OC)c(OC)cc2c1NC(=O)C(C)N1CCN(Cc2ccccc2)CC1 (stereo not given)	16	3	1.5	-31	·	-0.4	-2.0	-0.6	5	-8
CCCC(=O)N(Cc1cc2ccccc2[nH]c1=O)c1ccccc1OC	7	-4	1.1	5	-1	-1.7	-1.3	0.9	4	2
Cc1ccc(-c2nnc(NC(=O)c3ccc([N+](=O)[O-])o3)o2)c(C)c1	-54	-20	1.6	-4	1	-2.3	0.9	0.5	-3	6
CC(=O)N1c2ccccc2Sc2ccccc21	-9	4	·	16	-1	-1.1	·	1.3	4	2
CCC(C)c1c(NS(=O)(=O)c2ccc(C)cc2)o[nH]c1=O (stereo not given)	·	6	·	-10	-3	-1.2	·	2.4	-9	1
CN(C)CC#CCOC(c1ccccc1)c1ccccc1	-8	-20	0.2	-20	-5	-2.5	1.2	-1.9	1	0
Cc1cc(NC(=O)CSc2nnc(COc3cccc(C)c3C)n2Cc2ccco2)no1	-13	3	1.7	15	-1	-1.6	-0.4	4.2	-2	1
CN(CCCC(=O)N1CCCC(C(N)=O)C1)S(=O)(=O)c1ccc(F)cc1 (stereo not given)	22	14	2.5	-15	-2	0.1	-1.5	0.2	4	1
COc1cc(CCCN2CCNC[C@@H]2CC2CCCCC2)cc(OC)c1OC	28	-5	1.2	-8	-3	0.8	0.2	2.1	9	-4
Nc1ccc2c(c1)C(O)c1ccc(Cl)cc1-2 (stereo not given)	-2	-4	·	10	-4	-1.6	·	3.2	8	5
CCC(C)Sc1nnc(Cc2cc(=O)[nH]c(=O)[nH]2)n1-c1ccc(OC)cc1 (stereo not given)	1	-2	5.4	-17	-6	-0.4	-0.9	7.8	0	0
CCn1c(O)c(N=NC(=S)NCC2CCCO2)c2ccccc21 (stereo not given)	-5	-23	0.7	-3	0	1.3	-3.1	1.1	6	2
Cc1ccc2nc(N(CCCN(C)C)C(=O)c3ccc(S(=O)(=O)N4CCc5ccccc5C4)cc3)sc2c1	5	26	-2.8	-8	2	-4.9	-3.6	3.5	-1	1
O=C(N/N=C/c1ccc2c(c1)OCO2)C(=O)N1CCCC1	-32	-3	0.8	1	9	-2.5	-1.6	3.6	-5	-2
N#Cc1cccc(S(=O)(=O)NCc2nnc3ccccn23)c1	-4	0	2.2	-7	-1	-0.8	1.1	0.9	1	3
COCCOn1c(SCCOC)nc2ccccc2c1=O	0	-16	-1.7	-8	4	-0.9	-1.8	-0.2	7	-5
O=C1c2cccnc2C(=O)N1c1cccc([N+](=O)[O-])c1	-3	-2	2.7	2	2	·	1.0	-0.8	2	-3
N=C(N)c1ccc(Cl)cc1	8	-7	6.3	-8	1	0.0	3.4	1.1	-2	-1
Cc1cccc(C#N)c1NC1=CC(=O)CC(C)(C)C1	-26	3	1.0	6	·	-1.1	-1.2	0.9	·	2
COc1ccc(CN(C)S(=O)(=O)c2nnc(NC(=O)c3ccccc3Br)s2)cc1	-5	4	0.4	-1	1	-1.1	0.8	2.4	3	10
CCN(C(=O)c1cnc2scc(C)n2c1=O)c1ccccc1C	-2	-4	-1.0	6	-2	0.1	3.8	2.4	8	0
CC1CCN(C(=O)C2CCN(S(=O)(=O)c3cccs3)CC2)CC1	-14	-2	4.0	-1	2	-2.8	-1.1	-3.8	-2	-5
COc1ccc2nc(C)c3cc(C)oc3c2c1	1	8	-2.5	-7	·	-0.3	-0.8	3.7	0	-3
O=C(Nc1ccc(N2CCN(C(=O)c3cccs3)CC2)c(Cl)c1)c1ccco1	·	1	4.3	2	·	-2.9	1.8	2.0	17	2
CCN(CC)S(=O)(=O)c1ccc2c(c1)C(=NO)c1cc(S(=O)(=O)N(CC)CC)ccc1-2	-6	-1	1.9	-32	·	-1.8	0.5	1.1	-2	-6
CCn1c(SCC(=O)Nc2ccc3c(c2)c2ccccc2n3CC)nnc1-c1cnccn1	-21	3	-1.6	-3	·	0.2	-1.4	-0.1	-3	-6
N=c1c2ccccc2nc2n1CCCCCCCCCCC2	-5	14	1.6	-11	-5	-2.3	0.4	1.6	-1	-5
COc1ccc(CNC(=O)CN2C(=O)COc3ccc(S(=O)(=O)N4CCOCC4)cc32)cc1	-3	1	2.9	-14	-1	-0.9	-3.6	1.7	-4	1
COc1ccccc1NC(=S)N1CC(C)(C)C1=O	-15	-6	0.2	-6	11	0.1	1.6	0.9	-5	1
CCc1ccc(CN(C)C(=O)c2cc(COc3c(F)cccc3F)on2)cc1	8	11	1.2	-14	1	0.4	2.4	0.0	2	-10
CCn1ccnc1CN(C)C(=O)c1cc(COc2ccc(Cl)cc2OC)on1	1	?	0.8	1	9	-0.8	-0.8	0.9	1	-2
O=C(Nc1ccc(Cl)cc1)c1ccsn1	-26	5	6.5	5	-5	-1.3	1.7	2.2	2	-1
Cc1c(CC(=O)NCC(=O)O)c(=O)oc2cc3occ(-c4ccccc4)c3cc12	-1	-8	0.0	-10	-2	·	-2.1	-0.4	-5	3
O=C(c1ccncc1)N(Cc1cc2ccccc2[nH]c1=O)C1CCCCC1	-14	1	0.7	-2	·	-0.4	-0.7	1.0	5	2
CNC(=O)c1c(NC(=O)c2ccco2)sc(C)c1C	·	-5	0.6	5	-4	-3.1	2.1	-0.2	-37	-2
CCC(C#CCN1CCOCC1)(CC)OCCC#N	-14	-4	-0.9	-11	·	-0.9	-1.8	3.6	-11	-1
CCOC(=O)Cn1nc(Cc2ccccc2)c2ccccc2c1=O	-23	-1	-0.5	-3	-2	·	2.2	2.5	5	0
O=C(CNc1cccc(C(F)(F)F)c1)Nc1cccc(S(=O)(=O)N2CCCC2)c1	·	13	-0.3	-3	-3	-1.3	-0.9	1.4	-10	-10
O=C(O)c1cnn2c(C(F)(F)F)cc(-c3ccco3)nc12	-9	-2	0.3	-6	·	-1.2	-3.5	-0.2	-7	1
Cc1cccc(NC(=O)c2ccc(S(=O)(=O)N(C)C)cc2)n1	-63	5	1.3	3	·	-1.0	-0.8	1.5	8	0
Cc1ccc(C(=O)NCC(=O)OCc2csc(-c3ccccc3)n2)cc1	3	3	3.7	-4	2	-0.1	-0.6	0.4	-3	-4
N#CC1C=Cc2ccccc2N1C(=O)c1ccccc1 (stereo not given)	8	1	2.4	-23	0	-0.8	2.1	0.1	0	-4
O=C(O)c1cccnc1Sc1ccc(Br)cc1	-38	3	1.5	-7	4	-4.4	-0.1	1.1	-1	3
CCO[C@@H]1OC(C(=O)N2CCN(Cc3ccccc3)CC2)=C[C@H](c2ccccc2)[C@H]1CCCO	-12	4	5.2	-21	-3	-3.2	1.0	2.4	3	0
Cc1ccc(N2CC(C(=O)Nc3nnc(SCCC4OCCO4)s3)CC2=O)cc1 (stereo not given)	9	5	2.5	-17	-1	-4.7	-1.7	0.3	2	3
Nn1c(SCC(=O)Nc2ccc(F)cc2F)nnc1-c1cccnc1	-58	13	0.8	-16	·	·	-0.1	3.0	-4	0
O=S(=O)(NC1CC1)c1ccc2c3c(cccc13)CC2	-40	-2	2.5	-12	-6	-2.5	2.7	3.0	-3	-4
O=C(C1CCC(=O)N(C2CCCC2)C1)N1CCN(Cc2cccc(Cl)c2)CC1 (stereo not given)	2	16	2.0	-3	2	-2.1	0.3	-0.6	-4	3
OCc1ncccc1O	-8	-4	-0.2	-8	-1	-1.0	-1.2	0.7	1	-1
CCOC(=O)N1CCN(C(=O)CS(=O)(=O)c2cn(Cc3ccc(Cl)cc3)c3ccccc23)CC1	-6	-7	-2.0	-3	-11	-1.0	-3.9	2.2	-7	-3
Cc1ccc(C(=O)CSc2ncnc3sc4c(c23)CCC(C)C4)cc1 (stereo not given)	61	-3	·	-19	·	-2.6	·	1.9	3	0
CC(C(=O)O)n1c(-c2ccn[nH]2)n[nH]c1=S (stereo not given)	14	-7	1.8	-12	-3	0.0	1.1	0.0	-4	0
O=C(COC(=O)c1ccc(S(=O)(=O)C(F)F)cc1)Nc1cccnc1Cl	9	-3	1.1	2	1	-0.9	-0.3	3.2	5	0
C#CCOCCOCCOCCNc1nc(N2CCOCC2)nc(N2CCN(C(=O)CCCCCCCCCCNC(=O)[C@H](CO)n3cc(CCCCCN)nn3)CC2)n1	17	13	-0.6	-19	-6	0.1	-1.1	-0.1	-3	2
CCN(CC)S(=O)(=O)c1ccc(N2CCCC2)c(NC(=O)C2=COCCO2)c1	32	13	-1.4	-10	-1	-2.3	-0.1	3.3	3	0
O=C(/C=C/c1ccccc1)c1ccccc1	-14	0	-1.9	6	14	-0.4	0.6	3.6	17	-1
COc1ccc(NS(=O)(=O)c2cc(NC(=O)C3CCCO3)ccc2N2CCCCC2)cc1 (stereo not given)	-10	5	2.4	-11	-18	-0.4	-1.3	2.4	6	-1
Cc1cc(S(=O)(=O)N(Cc2ccccc2)Cc2ccc(N(C)C)cc2)ccc1-n1cnnn1	1	-3	1.5	-8	1	-1.7	-0.7	2.8	-1	1

In the list so far, two have a nitro group on carbon.
SMILES	PfHsp90 yeast 2	Tat transport	AddAB inh	PvdQ acylase	Wnt bcat act	CAL PDZ inh	E coli growth	phage Ecoli inh	Rtt109 Vps75	DAGLB inh
Cc1ccc(-c2nnc(NC(=O)c3ccc([N+](=O)[O-])o3)o2)c(C)c1	-54	-20	1.6	-4	1	-2.3	0.9	0.5	-3	6
O=C1c2cccnc2C(=O)N1c1cccc([N+](=O)[O-])c1	-3	-2	2.7	2	2	·	1.0	-0.8	2	-3

Following part
SMILES	PfHsp90 yeast 2	Tat transport	AddAB inh	PvdQ acylase	Wnt bcat act	CAL PDZ inh	E coli growth	phage Ecoli inh	Rtt109 Vps75	DAGLB inh
O=C(COC(=O)Cc1c(F)cccc1Cl)Nc1ccc2[nH]c(=O)[nH]c2c1	-2	5	-1.6	6	6	-1.2	0.1	4.2	7	1
COc1ccc(C(=O)OCC(=O)NCCN2C(=O)CSC2=O)cc1	-3	-11	0.0	-3	-2	-0.3	1.8	4.8	1	3
Cc1ccc(C)c(C(=O)COC(=O)CCN2C(=O)C3C4CCC(C4)C3C2=O)c1 (stereo not given)	-9	-1	·	-3	-1	-2.7	·	2.8	-5	-3
Cc1ccccc1S(=O)(=O)Cc1ccc(C(=O)NCCN(CC(C)C)CC(C)C)o1	2	1	-3.5	11	5	-0.8	-2.7	-2.1	-4	-2
C/C(=C/C(=O)NCc1ccccc1)C(=O)O	-5	-3	-3.9	-7	·	-3.3	-2.1	0.5	0	1
O=[N+]([O-])c1cccc(-c2csc(N/N=C/c3cccc(O)c3)n2)c1	4	4	3.0	7	26	0.6	2.6	2.9	18	3
O=S(=O)(NCC(c1ccc2c(c1)OCO2)N1CCN(c2ccccc2)CC1)c1ccccc1 (stereo not given)	-2	13	4.2	-8	-4	-2.4	1.0	0.4	4	-5
Oc1ccc(C2C(c3ccccc3)=NN=C(c3ccccc3F)N2O)c(O)c1 (stereo not given)	23	3	-0.7	-12	·	-2.6	-1.8	3.0	5	0
Cc1ccc2[nH]c(=O)c3cc(C(=O)NCC4CCCO4)sc3c2c1 (stereo not given)	17	-4	3.3	-13	-1	-2.5	-1.0	2.8	-5	3
